High-throughput results (PubChem)
Pf Dd2 inh: inhibitors of Plasmodium falciparum Dd2 growth. AID 1159554. activity change, % at 10 µM. hit rate 2.3% among 94,000. P. falciparum Dd2 growth, SYBR Green, 72 h; stronger effect = lower value; in the data active = activity change below about -80%
C diff growth: C. difficile growth inhibition | growth activity, negative = inhibition, % at 16 µg/mL (by protocol) | Clostridium difficile clinical isolate growth, OD600, 24 h; stronger effect = lower value | AID 1259249 | hit rate 0.25% among 86,000;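 active = mean growth activity at or below -80% and every replicate also at or below -80%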;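 note: 0% = DMSO wells and -100% = levofloxacin 16 µg/mL wells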
Tcruzi prolif: inhibitors of T. cruzi proliferation. AID 624255. T. cruzi beta-gal in NIH3T3, GalScreen luminescence, 90 h. hit rate 5.9% among 77,000. inhibition, % at 8.34 µM;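 active = mean inhibition above about 93%, with at least 55% of replicates each passing it, limit read from the data, passing the limit was not always enough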
KDM4C inh: inhibitors of human demethylase GASC-1 KDM4C; inhibition, % at 12.5 µM; hit rate 0.15% among 96,000; AID 720574; Q9H3R0; GST-KDM4C 2-372, H3K9me3 peptide, LANCE TR-FRET;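 active = mean replicate inhibition above about 25%, with at least 55% of replicates also reaching it, limit read from the data, passing the limit was not always enough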
Target sequence (Q9H3R0 2-372 limits assumed): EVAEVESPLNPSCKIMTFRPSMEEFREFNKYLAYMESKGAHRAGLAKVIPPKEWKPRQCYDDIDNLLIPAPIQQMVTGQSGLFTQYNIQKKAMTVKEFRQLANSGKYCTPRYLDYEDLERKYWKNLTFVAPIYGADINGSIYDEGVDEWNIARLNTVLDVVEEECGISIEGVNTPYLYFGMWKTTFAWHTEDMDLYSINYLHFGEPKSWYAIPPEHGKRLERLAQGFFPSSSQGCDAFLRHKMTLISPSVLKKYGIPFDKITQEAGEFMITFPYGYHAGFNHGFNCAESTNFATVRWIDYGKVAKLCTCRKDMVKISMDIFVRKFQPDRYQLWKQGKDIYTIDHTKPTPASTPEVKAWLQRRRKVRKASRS
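System – N-terminal GST-fused human GASC-1 (KDM4C) fragment, residues 2-372 · Input – enzyme final amount 10 nM · Technique – LANCE TR-FRET, Eu antibody, ULight-streptavidin, EDTA, ex 340 nm, em 618/671 nm · Medium – HEPES buffer, pH 7.5, plus ascorbate · Incubation – enzyme reaction 30 min, then detection 60 min, both room temperature · Reagent – H3K9me3 peptide with Fe(II)/2OG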
Active calls of the source: *; x = not tested or not shown; & = joins results of further samples.

SMILES	Pf Dd2 inh	C diff growth	Tcruzi prolif	KDM4C inh
COc1ccc2c3c(n(C)c2c1)[C@H](CO)N(C(=O)c1ccc(F)cc1)CC31CCN(C(=O)c2ccc(F)cc2)CC1	-58	9	x	0.5
C[C@H](NC(=O)C[C@@H]1C[C@@H]2c3cc(NC(=O)CC4CC4)ccc3O[C@@H]2[C@H](CO)O1)c1ccccc1	-17	-36	26	-2.6
C[C@@H]1CCCCO[C@H](CN(C)C(=O)Cc2ccccc2)[C@H](C)CN([C@H](C)CO)C(=O)c2cc(NC(=O)Nc3ccccc3)ccc2O1	-84*	x	103*	-0.1
CO[C@@H]1CN(C)C(=O)c2ccc(NC(=O)C3CC3)cc2OC[C@H](C)N(C(=O)C2CCOCC2)C[C@@H]1C	x	x	4	0.8
CN(C)C(=O)c1cc2c(c(-c3cccc(-c4ccc(F)cc4)c3)n1)[C@H](CCO)N([S@@](=O)C(C)(C)C)C2	30	x	29	-1.5
C[C@H](CO)N1C[C@H](C)[C@@H](CN(C)S(=O)(=O)c2ccc3c(c2)OCCCO3)OCc2cnnn2CCCC1=O	-2	x	-57	x
C[C@H]1CN([C@@H](C)CO)C(=O)c2cccc(NS(=O)(=O)c3ccccc3)c2O[C@H]1CN(C)S(=O)(=O)c1cn(C)cn1	1	5	13	1.9
COc1cccc(NC(=O)C[C@H]2CC[C@H]3[C@@H](COc4ccc(NC(=O)C5CCCC5)cc4C(=O)N3C)O2)c1	-15	-3	x	-4.3
COC(=O)C[C@H]1CC[C@H]2[C@@H](COc3ccc(NC(=O)c4ccccc4F)cc3C(=O)N2C)O1	-12	-1	x	-0.5
CCCNC(=O)N(C)C[C@H]1Oc2cc(C#CC(C)C)ccc2S(=O)(=O)N([C@H](C)CO)C[C@H]1C	-7	-1	-49	x
C[C@@H]1CN([C@@H](C)CO)C(=O)c2cc(NC(=O)CCC(F)(F)F)ccc2O[C@H]1CN(C)C(=O)Nc1ccc(F)cc1	26	6	-1	-2.5
COc1ccc(-c2ccc([C@H]3[C@@H](CO)N4C(=O)CN(C(=O)c5cccnc5)C[C@@H]34)cc2)cc1	-2	7	x	-1.2
CO[C@H]1CN(C)C(=O)c2cc(NS(=O)(=O)c3ccc(-c4ccccc4)cc3)ccc2OC[C@H](C)NC[C@H]1C	-52	4	-17	-1.2
CNC[C@@H]1Oc2ccc(N(C)C)cc2CC(=O)N([C@@H](C)CO)C[C@@H]1C	-16	0	-11	3.5
O=C(C[C@H]1C=C[C@@H](NC(=O)c2ccc3c(c2)OCO3)[C@@H](CO)O1)NC1Cc2ccccc2C1	2	-2	x	1.1
CC(C)CC#Cc1ccc2c(c1)O[C@@H](CN(C)C(=O)Cc1ccccc1)[C@H](C)CN([C@@H](C)CO)S2(=O)=O	-73	-8	129*	-3.3
CCCNC(=O)N(C)C[C@H]1Oc2cc(-c3ccncc3)ccc2S(=O)(=O)N([C@H](C)CO)C[C@@H]1C	24	-3	77	8.2
CCNC(=O)C[C@H]1CC[C@H]2[C@@H](COc3ccc(NC(=O)Nc4cccc(C)c4)cc3C(=O)N2C)O1	-2	7	24	-2.9
C[C@@H]1CN([C@H](C)CO)C(=O)Cc2cc(NS(=O)(=O)c3ccc(Cl)cc3)ccc2O[C@H]1CN(C)C(=O)NC1CCCCC1	6	5	x	-0.5
CS(=O)(=O)N1[C@@H]2Cn3c(ccc(C4=CCCCC4)c3=O)[C@H]1[C@@H](C(=O)N1CCCCC1)[C@@H]2CO	9	0	-5	-0.9
COc1ccc(NC(=O)N(C)C[C@@H]2Oc3c(NC(=O)c4ccncc4)cccc3C(=O)N([C@@H](C)CO)C[C@H]2C)cc1	6	8	64	0.1
COc1ccc(NC(=O)Nc2ccc3c(c2)[C@H]2C[C@@H](CC(=O)NCc4ccncc4)O[C@@H](CO)[C@H]2O3)cc1	8	-1	x	1.7
C[C@@H]1CN([C@H](C)CO)C(=O)c2cc(C#C[C@@H](C)O)cnc2O[C@H]1CN(C)CC1CCCCC1	28	-1	7	2.3
CO[C@@H]1CN(C)C(=O)c2cc(NC(=O)Nc3ccccc3F)ccc2OC[C@H](C)NC[C@H]1C	11	x	-43	0.6
C[C@H](NC(=O)C[C@H]1C[C@@H]2c3cc(NC(=O)NC4CCCCC4)ccc3O[C@@H]2[C@@H](CO)O1)c1ccccc1	-18	x	56	-2.5
C[C@@H]1CN([C@@H](C)CO)S(=O)(=O)c2ccc(Br)cc2O[C@@H]1CN(C)C(=O)C1CCCCC1	12	5	37	1.4
O=C(C1CCC1)N1CC(=O)N2[C@H](CO)[C@H](c3ccc(-c4cccnc4)cc3)[C@@H]2C1	9	1	x	-1.0
C[C@@H]1CN([C@@H](C)CO)C(=O)c2cccc(NC(=O)Nc3ccc(C(F)(F)F)cc3)c2O[C@@H]1CN(C)C(=O)Nc1cccc2ccccc12	-69	-16	63	-1.5
C[C@H](CO)N1C[C@H](C)[C@@H](CN(C)C(=O)Nc2cccc3ccccc23)OCCCC[C@H](C)Oc2ccc(NS(=O)(=O)c3ccc(F)cc3)cc2C1=O	-75	-5	105*	-1.9
CO[C@@H]1CN(C)C(=O)c2ccc(NS(=O)(=O)c3cn(C)cn3)cc2OC[C@@H](C)N(CCC(F)(F)F)C[C@H]1C	-11	x	56	-0.7

Fetched by compound from the list above:
SMILES	Pf Dd2 inh	C diff growth	Tcruzi prolif	KDM4C inh
COc1ccc(-c2ccc([C@H]3[C@@H](CO)N4C(=O)CN(C(=O)c5cccnc5)C[C@@H]34)cc2)cc1	-2	7	x	-1.2
CO[C@@H]1CN(C)C(=O)c2cc(NC(=O)Nc3ccccc3F)ccc2OC[C@H](C)NC[C@H]1C	11	x	-43	0.6
COc1ccc2c3c(n(C)c2c1)[C@H](CO)N(C(=O)c1ccc(F)cc1)CC31CCN(C(=O)c2ccc(F)cc2)CC1	-58	9	x	0.5
COc1ccc(NC(=O)N(C)C[C@@H]2Oc3c(NC(=O)c4ccncc4)cccc3C(=O)N([C@@H](C)CO)C[C@H]2C)cc1	6	8	64	0.1
O=C(C[C@H]1C=C[C@@H](NC(=O)c2ccc3c(c2)OCO3)[C@@H](CO)O1)NC1Cc2ccccc2C1	2	-2	x	1.1

Further results follow:
SMILES	Pf Dd2 inh	C diff growth	Tcruzi prolif	KDM4C inh
O=C(C[C@@H]1C=C[C@H](NC(=O)Cc2ccccn2)[C@H](CO)O1)NCCCN1CCOCC1	-16	x	63	0.5
N#C[C@@H]1[C@H](c2ccccc2)[C@@H](CO)N1C(=O)Cc1ccccn1	0	-5	47	2.3
CNC[C@@H]1OCCCC[C@H](C)Oc2ccc(NC(=O)Nc3ccc(OC)cc3)cc2C(=O)N([C@@H](C)CO)C[C@@H]1C	x	0	5	-2.1
O=C(c1cnccn1)N1CC(=O)N2[C@H](C1)[C@H](c1ccc(C#CC3CC3)cc1)[C@@H]2CO	30	1	x	0.3
COc1ccc(S(=O)(=O)Nc2ccc3c(c2)C(=O)N([C@@H](C)CO)C[C@H](C)[C@@H](CN(C)C(=O)Nc2ccccc2)O3)cc1	13	0	-18	0.3
C[C@@H]1CCCCO[C@H](CN(C)S(C)(=O)=O)[C@@H](C)CN([C@H](C)CO)C(=O)c2cc(NC(=O)Nc3ccc4c(c3)OCO4)ccc2O1	25	-1	61	0.8
COc1ccc(NC(=O)Nc2ccc3c(c2)C(=O)N([C@@H](C)CO)C[C@H](C)[C@@H](CN(C)C(=O)NC2CCCCC2)OCCCC[C@H](C)O3)cc1	-69	-2	x	1.1
C[C@H](CO)N1C[C@H](C)[C@H](CN(C)C(=O)Nc2ccc(F)cc2)Oc2ccc(NC(=O)C3CCCCC3)cc2C1=O	5	0	17	1.7
CS(=O)(=O)Nc1ccc2c(c1)[C@H]1C[C@@H](CC(=O)NC3CCCC3)O[C@@H](CO)[C@H]1O2	25	7	-70	3.1
Cc1noc(C)c1NC(=O)N(C)C[C@@H]1Oc2ccc(NS(=O)(=O)c3cn(C)cn3)cc2C(=O)N([C@H](C)CO)C[C@H]1C	18	x	-23	0.8
CN(C)CC(=O)N[C@@H]1CC[C@@H](CCNC(=O)Nc2ccc(Cl)cc2)O[C@H]1CO	-14	3	38	-0.5
Cc1ccc(-c2ccc([C@H]3[C@@H](CO)N4C(=O)CN(S(=O)(=O)c5cccc(F)c5)C[C@@H]34)cc2)cc1	-1	6	x	-0.2
COc1ccc(S(=O)(=O)Nc2ccc3c(c2)C(=O)N([C@@H](C)CO)C[C@@H](C)[C@@H](CN(C)C(=O)c2ccncc2)OCCCC[C@H](C)O3)cc1	-55	-7	29	1.4
COc1ccc(-c2ccc3c(c2)[C@H]2[C@H](CCN2C(=O)Cc2cccnc2)[C@@H](CO)N3C)cc1	-1	-7	81	1.2
CCCNC(=O)N1[C@@H](CO)[C@H](c2ccccc2)C12CN(C(=O)C1CCCCC1)C2	-38	7	x	0.2
COc1ccc(S(=O)(=O)N(C)C[C@@H]2Oc3ccc(NC(=O)CCC(F)(F)F)cc3CC(=O)N([C@@H](C)CO)C[C@@H]2C)cc1	4	8	x	-2.1
C[C@H](CO)N1C[C@H](C)[C@H](CN(C)Cc2ccc3c(c2)OCO3)Oc2ccc(NC(=O)Nc3ccccc3)cc2C1=O	14	-3	23	3.3
COc1ccc(CN(C)C[C@H]2Oc3ccc(NC(=O)C4CCCCC4)cc3C(=O)N([C@H](C)CO)C[C@@H]2C)cc1	18	0	-30	1.3
CC(C)CC#Cc1ccc([C@H]2[C@H](CO)N3C(=O)CN(C(=O)Nc4cc(F)ccc4F)C[C@@H]23)cc1	-14	59	x	-0.4
Cc1ccccc1S(=O)(=O)N1[C@@H]2CNC[C@H]1C2c1ccc(-c2cccnc2)cc1 (stereo partly specified)	-5&1	13&-8	x	-0.2&-0.6
Cc1noc(C)c1NC(=O)N(C)C[C@H]1Oc2ccc(NC(=O)C3CCCCC3)cc2C(=O)N([C@H](C)CO)C[C@H]1C	35	0	0	-2.4
CNC[C@@H]1Oc2ccc(NC(=O)Nc3ccccc3)cc2CC(=O)N([C@H](C)CO)C[C@H]1C	11	-3	29	-0.8
CC=Cc1ccc2n(c1=O)C[C@@H]1[C@@H](CO)[C@H](C(=O)NCCCN3CCOCC3)N(C)[C@H]21 (mixture of isomers)	-9	0	-1	0.3
O=C(O)C[C@H]1CC[C@@H](NC(=O)Nc2ccccc2)[C@H](CO)O1	17	x	29	1.3
CS(=O)(=O)Nc1ccc2c(c1)[C@H]1C[C@H](CC(=O)NCc3cccc(F)c3)O[C@@H](CO)[C@H]1O2	13	10	x	9.0
C[C@H](CO)N1C[C@H](C)[C@@H](CN(C)C(=O)CN(C)C)Oc2cc(-c3ccncc3)ccc2S1(=O)=O	8	-4	x	0.2
Cc1noc(C)c1S(=O)(=O)Nc1ccc2c(c1)C(=O)N([C@H](C)CO)C[C@@H](C)[C@@H](CN(C)CC1CC1)O2	-4	0	39	16
Cc1ccc(S(=O)(=O)N(C)C[C@H]2Oc3ccc(NC(=O)Nc4c(C)noc4C)cc3C(=O)N([C@H](C)CO)C[C@@H]2C)cc1	13	-5	39	-0.5
C[C@@H]1CCCCO[C@H](CN(C)C(=O)Nc2ccc(C(F)(F)F)cc2)[C@H](C)CN([C@H](C)CO)C(=O)c2cc(NC(=O)c3ccccc3)ccc2O1	-53	13	102*	0.5
CCCC#Cc1ccc([C@H]2[C@@H](CO)N(C(=O)C3CCOCC3)[C@H]2C#N)cc1	-15	9	78	2.2

Molecules shown so far with a cyano group:
SMILES	Pf Dd2 inh	C diff growth	Tcruzi prolif	KDM4C inh
N#C[C@@H]1[C@H](c2ccccc2)[C@@H](CO)N1C(=O)Cc1ccccn1	0	-5	47	2.3
CCCC#Cc1ccc([C@H]2[C@@H](CO)N(C(=O)C3CCOCC3)[C@H]2C#N)cc1	-15	9	78	2.2

Going on with the list:
SMILES	Pf Dd2 inh	C diff growth	Tcruzi prolif	KDM4C inh
COCC#Cc1ccc2c(c1)O[C@@H](CN(C)C(=O)C1CCC1)[C@H](C)CN([C@@H](C)CO)S2(=O)=O	3	-1	60	-0.2
O=C(C[C@H]1CC[C@H](NC(=O)c2ccc3c(c2)OCO3)[C@@H](CO)O1)NCc1ccc(Oc2ccccc2)cc1	13	9	-42	-0.5
C[C@H](CO)N1C[C@H](C)[C@H](CN(C)C(=O)c2ccncc2)OCCCC[C@H](C)Oc2ccc(NS(=O)(=O)c3cn(C)cn3)cc2C1=O	6	4	16	1.4
C[C@@H]1CN([C@H](C)CO)C(=O)c2cc(-c3ccc(F)cc3)cnc2O[C@@H]1CN(C)Cc1ccc(C(=O)O)cc1	16	2	20	-1.9
Cc1ccc(S(=O)(=O)Nc2ccc3c(c2)C(=O)N([C@@H](C)CO)C[C@H](C)[C@@H](CN(C)C(=O)Nc2c(C)noc2C)OCCCC[C@@H](C)O3)cc1	-9	0	-26	0.1
O=C(c1ccccn1)N1CC2(C1)[C@@H](c1ccccc1)[C@H](CO)N2C(=O)C1CCC1	-22	2	x	-1.1
C[C@H](CO)N1C[C@H](C)[C@@H](CN(C)Cc2cccc(C(=O)O)c2)OCc2ccccc2-c2c(n(C)c3ccccc23)C1=O	-22	1	-57	0.5
